Bioassay records (PubChem BioAssay)
A549 viability: kills or reduces viability of A549 cells in Nrf2 counter-screen. 0.16% of 390,000 active. Potency, µM (series often up to 46 µM), inactives show at the top dose activity change, negative = cytotoxicity, usual class: inhibitors. A549 ARE-Fluc cells, CellTiter-Fluor viability, 18-24 h; also: potency is read from the fitted curve at half-maximal effect; % is scaled to controls: 0 for no effect and ±100 for the full control effect
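A549 ARE_Fluc cells in 5% FBS OPTI-MEM were exposed to compounds in concentration-response for 18-24 h at 37 deg C. Viability was read by CellTiter-Fluor fluorescence (Ex 405/Em 525) after 30 min, before the luciferase read.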
Mm-Cpn inhibitor: blocks the Methanococcus maripaludis chaperonin Mm-Cpn. AID 504842. Potency, µM (top dose mostly 76.9 µM), for inactives: at the top dose activity, negative = inhibition, actives largely listed as inhibitors. 0.031% of 330,000 active. purified Mm-Cpn ATPase, ADP Transcreener TR-FRET; also: potency is read from the fitted curve at half-maximal effect; % is scaled to controls: 0 for no effect and ±100 for the full control effect; nearly all actives have a fitted effect of over 80% in size
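Purified archaeal chaperonin (25 nM final) was preincubated with compound for 10 min at 37°C, then ATP (10 uM final) was added for 30 min at 37°C in Tris pH 7.4/KCl/MgCl2/DTT buffer. ADP was quantified by HTRF Transcreener TR-FRET.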
S2 tox: viability counter-screen for ATXN expression inhibitors; S2 cells (HEK-293 line with an ATXN2-luciferase reporter) viability, CellTiter-Fluor protease fluorescence, 24 h; Potency, µM (series often up to 56.7 µM), actives largely listed as cytotoxic; 0.49% of 400,000 active; also: potency is read from the fitted curve at half-maximal effect; nearly all actives have a fitted effect of over 40% in size
Nrf2 ARE act: activators of Nrf2 (ARE) signaling | AREc32 ARE-luciferase reporter (MCF7-derived line), luminescence, 24 h | Potency, µM (titrated, usually from 46.1 µM), for the others: at the highest dose activation, most hits filed as activators | 0.31% of 410,000 active | AID 624171; also: potency is read from the fitted curve at half-maximal effect; % of control where 0% means no effect; nearly all actives have a fitted effect of over 65% in size
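Luciferase luminescence (Steady-Glo, 30 min at room temperature) served as the read-out of ARE activation in AREc32 cells treated with compounds for 24 hr at 37 deg C.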
HepG2 tox: HepG2 cytotoxicity, counter-screen for TGF-b inhibitors; 0.76% of 410,000 active; Potency, µM (highest dose often 46.1 µM), for inactives: top-dose activity change, negative = cytotoxicity, hits mostly cytotoxic; HepG2 CAGA-GFP viability, ATP luminescence, 18 h; also: potency is read from the fitted curve at half-maximal effect; some results filed as inactive show a strong effect at the top dose
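CellTiter-Glo luminescence gave cytotoxicity after 18 hours at 37 degrees C. The cells were HepG2 CAGA-GFP in 1% FBS DMEM, stimulated with 500 pg/mL TGF-beta after compound addition. %Activity was normalised to no-cell wells (complete cell-killing) and DMSO (no toxicity), and curves were fitted and classified.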
Akt phos inh: inhibitors of Akt phosphorylation. Neuro2A IGF-stimulated pAkt S473 HTRF, 20 min; stronger effect = lower value. activity change, % for hits at 50 µM. 0.32% of 360,000 active. AID 651550; in the data active = activity change below about -80%; inconclusive = mostly about -51% to -80%; also: % is scaled to controls: 0 for no effect and ±100 for the full control effect
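Single-point screen (50 µM final compound) in Neuro2A cells stimulated 20 min with 6 nM IGF at 37 deg C. After lysis, Ser473-phosphorylated Akt read by HTRF (ex 330 nm, em 615/665 nm) as the 665/615 ratio.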
TGFb inhibitor: TGF-b pathway inhibition; AID 588855; 1.2% of 410,000 active; HepG2 CAGA-GFP TGF-b/SMAD3 reporter, GFP fluorescence, 18 h; TGF-beta stimulated, 500 pg/mL final; Potency, µM (doses to about 46.1 µM), for inactives: at the highest dose activity, negative = inhibition, actives largely listed as inhibitors; also: potency is read from the fitted curve at half-maximal effect; % is scaled to controls: 0 for no effect and ±100 for the full control effect; nearly all actives have a fitted effect of over 65% in size
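Cell-based qHTS in HEPG2 carrying a CAGA-GFP Smad reporter; compounds added before 500 pg/mL final TGF-beta, 18 h incubation at 37 degrees C, GFP fluorescence quantified per cell by imaging cytometry.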
Nrf2 block: blocks Nrf2 signaling. AID 504444. Potency, µM (top dose mostly 46 µM), without a hit: at the top dose activity change, negative = inhibition, hits mostly inhibitors. 2.1% of 360,000 active. A549 ARE-Fluc reporter, luciferase luminescence, 18-24 h; also: potency is read from the fitted curve at half-maximal effect; % is scaled to controls: 0 for no effect and ±100 for the full control effect; nearly all actives have a fitted effect of over 60% in size
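Quantitative HTS in A549 cells stably bearing an antioxidant response element-firefly luciferase construct. Inhibition of Nrf2-driven transcription was scored by luminescence after 18-24 h of compound exposure at 37 °C.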
CCT chaperon mod: changes cytosolic chaperonin activity | 0.3% of 360,000 active | AID 651819 | purified chaperonin ATPase assay, HTRF ADP detection, 30 min | activity change, % (no concentration beside the values), hits read low; in the data active = activity change below about -30%; also: % is scaled to controls: 0 for no effect and ±100 for the full control effect
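TRiC (40 or 20 nM final, by batch activity) in 30 mM Tris pH 7.4, 100 mM KCl, 5 mM MgCl2, 1 mM DTT was treated with compound at 76 uM single dose, then 10 uM ATP, 30 min at 37 °C. ADP was read by HTRF Transcreener.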
Starred values were filed as active, the others as inactive; [ ] = dose if it differs, or a comment. Unless noted, calls follow the shape of the dose curve; as a rule, active = well fitted curve in the direction sought with a large enough effect; inconclusive = small, poorly fitted or top-dose-only effect, or another doubt; inactive = no such curve, though single readings can be large; an effect the other way counts as inactive or inconclusive.

`Cc1ccc(S(=O)(=O)Oc2ccc(/C=C3\N=C(c4cccc(C)c4)OC3=O)cc2)cc1` gave A549 viability -1.8%, Mm-Cpn inhibitor -2.3%, S2 tox inactive, Nrf2 ARE act -0.8%, HepG2 tox 4.5%, Akt phos inh inactive, TGFb inhibitor 1.5%, Nrf2 block 10.4% and CCT chaperon mod -1.4.
`Cc1ccc(C(N)=O)cc1S(=O)(=O)Nc1cccc(C)c1C` gave A549 viability -3.0%, Mm-Cpn inhibitor 1.0%, S2 tox inactive, Nrf2 ARE act -0.4%, HepG2 tox -3.6%, Akt phos inh inactive, TGFb inhibitor 12.5%, Nrf2 block -15.4% and CCT chaperon mod -0.7.
Cc1c(Cl)cccc1NC(=O)CNC(=O)c1ccc(F)cc1 was read as A549 viability -3.2%, Mm-Cpn inhibitor -0.1%, S2 tox inconclusive, Nrf2 ARE act 0.2%, HepG2 tox -5.4%, Akt phos inh inactive, TGFb inhibitor inconclusive, Nrf2 block -6.6% and CCT chaperon mod 0.4.
COc1ccc(-n2c(CN3CCN(Cc4ccccc4)CC3)nc3ccc([N+](=O)[O-])cc3c2=O)c(OC)c1 was read as A549 viability -7.2%, Mm-Cpn inhibitor 0.8%, S2 tox inactive, Nrf2 ARE act 2.1%, HepG2 tox -0.7%, Akt phos inh inactive, TGFb inhibitor -3.2%, Nrf2 block -8.8% and CCT chaperon mod -0.2.
COc1ccc(S(=O)(=O)Nc2cccc(-c3ccc(N4CCCCCC4)nn3)c2)cc1 was read as A549 viability -24.7%, S2 tox inconclusive, Nrf2 ARE act 3.9%, HepG2 tox -19.8% and TGFb inhibitor -12.5%.
For COc1ccc(NC(=O)C2(C)Cc3c(-c4cccc(NC(C)=O)c4)ccnc3O2)cn1 (stereo unspecified) the results were S2 tox inconclusive, Nrf2 ARE act -0.3%, HepG2 tox 10.0%, Akt phos inh inactive, TGFb inhibitor -6.3% and CCT chaperon mod 1.8.
C#CCSc1nc(=O)c2cccnc2n1-c1ccc(C)cc1 was read as A549 viability 3.3%, Mm-Cpn inhibitor -2.1%, S2 tox inactive, Nrf2 ARE act 7.4%, HepG2 tox 0.2%, Akt phos inh inactive, TGFb inhibitor 0.9%, Nrf2 block 2.4% and CCT chaperon mod -2.1.
`Cc1ccc(S(=O)(=O)N2[C@@H](c3ccc(Br)cc3)C(C(=O)O)=CC[C@H]2c2ccc(Cl)cc2)cc1` gave A549 viability -7.7%, Mm-Cpn inhibitor -1.2%, S2 tox inactive, Nrf2 ARE act -0.2%, HepG2 tox -28.7%, Akt phos inh inactive, TGFb inhibitor inconclusive, Nrf2 block inconclusive and CCT chaperon mod 1.8.
Cc1cccc(C)c1NC(=O)CNc1ccccc1 was read as A549 viability -5.3%, Mm-Cpn inhibitor -1.1%, S2 tox inactive, Nrf2 ARE act 0.0%, HepG2 tox 3.4%, Akt phos inh inactive, TGFb inhibitor 0.0%, Nrf2 block 6.1% and CCT chaperon mod 0.8.
For CCCNC(=O)CCn1cc(-c2ccc(OC)cc2)nc1-c1ccncc1 the results were A549 viability 11.0%, Mm-Cpn inhibitor -0.5%, S2 tox inactive, Nrf2 ARE act 4.1%, HepG2 tox -1.7%, Akt phos inh inactive, TGFb inhibitor -5.6%, Nrf2 block -2.4% and CCT chaperon mod -2.0.

Overlap with the part before: 2 entries, then new ones.
Cc1cccc(C)c1NC(=O)CNc1ccccc1 was read as A549 viability -5.3%, Mm-Cpn inhibitor -1.1%, S2 tox inactive, Nrf2 ARE act 0.0%, HepG2 tox 3.4%, Akt phos inh inactive, TGFb inhibitor 0.0%, Nrf2 block 6.1% and CCT chaperon mod 0.8.
For CCCNC(=O)CCn1cc(-c2ccc(OC)cc2)nc1-c1ccncc1 the results were A549 viability 11.0%, Mm-Cpn inhibitor -0.5%, S2 tox inactive, Nrf2 ARE act 4.1%, HepG2 tox -1.7%, Akt phos inh inactive, TGFb inhibitor -5.6%, Nrf2 block -2.4% and CCT chaperon mod -2.0.
`CCOc1ccc(-c2nnc(SCC(=O)O)n2Cc2ccccc2)cc1` gave A549 viability -1.5%, Mm-Cpn inhibitor 0.0%, S2 tox inactive, Nrf2 ARE act 0.4%, HepG2 tox -1.4%, Akt phos inh inactive, TGFb inhibitor 1.1%, Nrf2 block 9.9% and CCT chaperon mod -2.0.
O=C(NNC(=O)C12CC3CC(CC(C3)C1)C2)c1csc(N2CCOCC2)n1 was read as A549 viability 4.1%, Mm-Cpn inhibitor 0.8%, S2 tox inactive, Nrf2 ARE act -0.1%, HepG2 tox -5.2%, Akt phos inh inactive, TGFb inhibitor -17.6%, Nrf2 block 23.2% and CCT chaperon mod -0.4.
For COC(=O)c1c(C)oc2ccc(N(C(=O)c3ccncc3)S(=O)(=O)c3c(C)cc(C)cc3C)cc12 the results were A549 viability -2.9%, Nrf2 ARE act 0.2%, HepG2 tox -21.3%, TGFb inhibitor -0.1% and Nrf2 block 4.11µM*.
For CCN(CC(=O)Nc1ccc(OC)cc1)C(=O)Cc1ccsc1 the results were A549 viability -1.1%, Mm-Cpn inhibitor -0.5%, S2 tox inactive, Nrf2 ARE act -0.3%, HepG2 tox 4.8%, Akt phos inh inactive, TGFb inhibitor 3.2%, Nrf2 block -9.8% and CCT chaperon mod 2.0.
For O=C(O)CSCC(=O)N1CCc2c([nH]c3ccccc23)C1C(F)(F)F (stereo unspecified) the results were A549 viability 4.9%, Mm-Cpn inhibitor 0.5%, S2 tox inactive, Nrf2 ARE act 2.0%, HepG2 tox -11.4%, Akt phos inh inactive, TGFb inhibitor 4.3%, Nrf2 block 17.9% and CCT chaperon mod -2.1.
Screening O=S(=O)(c1ccc(F)cc1)N1CCN(S(=O)(=O)c2cccs2)CC1 returned A549 viability 11.4%, Mm-Cpn inhibitor -1.6%, S2 tox inactive, Nrf2 ARE act 0.4%, HepG2 tox -11.1%, Akt phos inh inactive, TGFb inhibitor -2.6%, Nrf2 block 0.0% and CCT chaperon mod -0.1.
For CCOc1ccc(C(C)=O)cc1N1C(=O)C2C3C=CC(C3=C(C)C)C2C1=O (stereo unspecified) the results were A549 viability 14.5%, Mm-Cpn inhibitor -1.9%, S2 tox inactive, Nrf2 ARE act 0.7%, HepG2 tox -8.0%, Akt phos inh inactive, TGFb inhibitor -0.6%, Nrf2 block 5.2% and CCT chaperon mod 0.8.
For COc1cc(Cl)ccc1OCc1cc(C(=O)N(C)CCc2cnn(C)c2)no1 the results were A549 viability -1.8%, Mm-Cpn inhibitor -2.0%, S2 tox inactive, Nrf2 ARE act 2.9%, HepG2 tox -5.8%, Akt phos inh inactive, TGFb inhibitor 0.1%, Nrf2 block inconclusive and CCT chaperon mod 0.4.
CCN(C(=O)COC(=O)c1cc(C)n(-c2ccc(F)cc2)c1C)C1CCS(=O)(=O)C1 (stereo unspecified) was read as A549 viability -3.8%, Mm-Cpn inhibitor 0.9%, S2 tox inactive, Nrf2 ARE act 0.4%, HepG2 tox 7.4%, Akt phos inh inactive, TGFb inhibitor -20.8%, Nrf2 block -2.4% and CCT chaperon mod -0.3.
For O=C(Nc1ccc(S(=O)(=O)Nc2ccccc2)cc1)c1ccc(CN2CCOCC2)cc1 the results were A549 viability -4.5%, Mm-Cpn inhibitor 1.7%, S2 tox inconclusive, Nrf2 ARE act 0.3%, HepG2 tox -37.1%, Akt phos inh inactive, TGFb inhibitor inconclusive, Nrf2 block 4.11µM* and CCT chaperon mod -1.8.
For COc1ccc(N2Cc3cccc(C(=O)Nc4ccc(C)c(C)c4)c3C2=O)cc1 the results were A549 viability -0.2%, S2 tox inactive, Nrf2 ARE act 0.2%, HepG2 tox 4.7%, TGFb inhibitor 11.7% and Nrf2 block 17.5%.
For CCCCN(C=O)c1c(CC)nc2ccc(C(=O)N3CCCCC3)cn12 the results were S2 tox inactive, Nrf2 ARE act -0.4%[9.22 µM], HepG2 tox -1.2%, Akt phos inh inactive, TGFb inhibitor -0.9% and CCT chaperon mod -0.4.
`O=C(c1ccco1)N1CCN(c2ncnc3scc(-c4ccccc4)c23)CC1` gave A549 viability -2.9%, Mm-Cpn inhibitor -1.0%, S2 tox inactive, Nrf2 ARE act 0.2%, HepG2 tox -27.6%, Akt phos inh inactive, TGFb inhibitor 0.0%, Nrf2 block inconclusive and CCT chaperon mod 1.3.
For Cc1cc(C)c(S(=O)(=O)N2CCN(C(=O)c3cc(=O)[nH]c4ccccc34)CC2)c(C)c1 the results were A549 viability 2.8%, Mm-Cpn inhibitor 1.0%, S2 tox inactive, Nrf2 ARE act 0.1%, HepG2 tox -15.8%, Akt phos inh inactive, TGFb inhibitor 3.4%, Nrf2 block 0.4% and CCT chaperon mod 1.4.
O=C(CSCc1ccc(F)cc1)NCc1ccco1 was read as A549 viability -11.9%[1.84 µM], Mm-Cpn inhibitor -7.6%, S2 tox inactive, Nrf2 ARE act -0.3%, HepG2 tox 4.5%, Akt phos inh inactive, TGFb inhibitor 22.5%, Nrf2 block 1.1% and CCT chaperon mod -0.3.
`C/C(=N/NC(=O)c1ccc(C)s1)c1cccc(NC(=O)c2ccoc2C)c1` gave A549 viability -5.8%, Mm-Cpn inhibitor -1.3%, S2 tox inactive, Nrf2 ARE act 3.1%, HepG2 tox -2.9%, Akt phos inh inactive, TGFb inhibitor -2.6%, Nrf2 block -5.8% and CCT chaperon mod 1.1.
CC1CCC(NC(=O)CCS(=O)(=O)c2ccc3c(c2)NC(=O)C(C)S3)CC1 (stereo unspecified) was read as A549 viability 2.4%, Mm-Cpn inhibitor inconclusive, S2 tox inactive, Nrf2 ARE act 0.0%, HepG2 tox -4.0%, Akt phos inh inactive, TGFb inhibitor -18.6%, Nrf2 block -21.8% and CCT chaperon mod 1.6.
